# Compound activity deposited in PubChem BioAssay by several laboratories.
# PLAP inhibition = PLAP enzyme inhibitors, biochemical, luminescence, HTS (AID 690) | 96,000 compounds, 0.08% hits | purified PLAP, luminescent substrate; higher % means a stronger effect | inhibition, % at 20 µM; hits with a dose series show IC50 in µM; in the data active means a potency from the dose series; inactive means the rest, 99 in 100 with inhibition below about 30%; further: strong numbers were not always called active
# NFkB transloc inh = inhibitors of IL-1B driven NFkB p65 nuclear import, primary screen, imaging, HUVEC, IL-1B stimulus, high-content imaging. AID 796, 2007. 94,000 compounds, 0.43% hits. inhibition, % at 2 µM. HUVEC IL-1B NFkB p65 nuclear translocation imaging;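 active means inhibition above about 30% together with a positive call from visual inspection of the well image, limit read from the data; inconclusive means inhibition above a set limit but visual check negative; inactive means inhibition not above a set limit, visual check negative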;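 further: nuclear over cytoplasmic p65 intensity ratio measured by imaging; 0% = IL-1B stimulated DMSO wells and 100% = unstimulated DMSO wells; values of inactives mirror those of a sister screen read the other way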
# Bcl-B TR3 displacers = displacers of TR3 peptide from Bcl-B, primary screen, selectivity assay for Bfl-1 inhibitor project, biochemical, fluorescence polarization | displacement, % at 20 µM; hits with a dose series show IC50 in µM | FP displacement of FITC-TR3 peptide from Bcl-B; higher % means a stronger effect | 96,000 compounds, 0.11% hits | Bcl-2-like protein 10 (Homo sapiens);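 active means displacement above 50% at 20 µM plus a fluorescence interference ratio under 1.5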;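 further: plate controls were wells without compound for no effect and wells lacking Bcl-B protein for full effect; a part of the inactive calls stands beside numbers as strong as those of hits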
# IL1B NFkB pot = enhancers of NFkB p65 translocation in HUVEC – imaging, IL-1B stimulus, high-content imaging, primary screen; 94,000 compounds, 0.3% hits; AID 819, 2007; HUVEC IL-1B NFkB p65 nuclear translocation imaging; activation, % at 2 µM;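 active means activation above 40%, about the mean plus 3 SD, also judged a hit on visual image review; inconclusive means activation above 40% but not a hit on visual review; inactive means activation not above 40% and no visual hit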;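 further: percent activation is computed from the nuclear over cytoplasmic p65 intensity ratio; values of inactives mirror those of a sister screen read the other way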
# MRP reversal = reversal of MRP1-mediated doxorubicin resistance, primary screen, H69AR cells, doxorubicin co-treatment; AID 602, 2007; 85,000 compounds, 0.04% hits; H69AR cells + 2 uM doxorubicin, CellTiter-Glo, 72 h; differential viability (reversal), % at 10 µM;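 active means viability drop by adding the cancer drug above about 55%, with treated viability meeting a 40% cutoff, limit read from the data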;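 further: viability without doxorubicin minus viability with 2 µM doxorubicin for each compound; larger differential means the compound sensitizes cells more to doxorubicin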
# MRP reversal cytotoxicity = further read-out of MRP reversal, marked with its call; viability, %; H69AR cells, CellTiter-Glo, 72 h; measured here: cytotoxicity without doxorubicin
# MRP reversal with doxorubicin = also measured in MRP reversal; calls as there; viability, %; measured here: viability with 2 uM doxorubicin; hits give low values
# NFkB transloc inh cell count 2 µM = further read-out of NFkB transloc inh, marked with its call; cell count; measured here: cells passing quality filter;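 raw number of nuclei counted in each imaged well without normalization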
# IL1B NFkB pot cell count 2 µM = second read-out of IL1B NFkB pot, no call of its own (marks repeat the call); cell count; measured here: cells passing quality filter
# * hit, by the source's call; ? = inconclusive; . = no result given; & = joins results of further samples.
SMILES,PLAP inhibition,NFkB transloc inh,NFkB transloc inh cell count 2 µM,Bcl-B TR3 displacers,IL1B NFkB pot,IL1B NFkB pot cell count 2 µM,MRP reversal,MRP reversal cytotoxicity,MRP reversal with doxorubicin
COc1ccc(N2C(=O)C3CCCN3C2c2ccc(C)o2)cc1Cl (stereo unspecified),-14%,5,155,-56%,-5,155,14,81,67
CN(C)CCCNCCCCNC(=O)/C=N/O,-8%,.,.,-11%,.,.,-17,72,89
CCCn1nnnc1SCC(=O)c1ccc(NC(C)=O)cc1,-2%,10,115,-2%,-9,115,6,93,87
CCOc1cccc(-c2cc(-c3n[nH]c(=S)n3CC)c3ccccc3n2)c1,-54%,3,85,-4%,-3,85,.,.,.
CCNc1nc(N)c(C(=O)c2ccc(Cl)s2)s1,3%,-57,129,-1%,?,.,-11,28,39
CCOC(=O)N1CCN(C(=O)/C(=C/c2ccccc2OC)NC(=O)c2ccccc2)CC1,-20%,2,158,-5%,-2,158,.,.,.
S=C(c1ccc2c(c1)OCO2)N1CCCCC1,10%,-8,155,-9%,8,155,2,94,93
COc1ccc(C(=O)NCc2nnc(SCC(=O)N3CCC(C)CC3)o2)cc1OC,-28%,-22,179,-5%,22,179,0,86,86
Cc1cc(C)c2c(c1)NC(=O)C2(O)CC(=O)c1cccs1 (stereo unspecified),5%,9,119,-7%,-9,119,-10,95,105
Cc1cccc(OCCc2nnc(N)s2)c1C,7%,5,134,9%,-5,134,-9,102,111
CC(C)CN(C(=O)CSc1nnc2c(Cl)cc(C(F)(F)F)cn12)C1CCS(=O)(=O)C1 (stereo unspecified),-24%,-7,147,0%,7,147,4,105,101
O=C(/C=C/c1ccccc1)CC(O)(c1ccccc1)C(F)(F)C(F)F (stereo unspecified),48%,-8,171,-2%,8,171,-5,1,6
Cc1cc([N+](=O)[O-])ccc1-c1ccc(C2Nc3ccccc3C(=O)N2O)o1 (stereo unspecified),-11%,-5,154,-7%,5,154,.,.,.
CSc1ccc(S(=O)(=O)Nc2ccc3c4c(cccc24)CC3)cc1,-4%,9,111,1%,-9,111,.,.,.
COc1ccnc(N2CCN(c3ccc(Cl)cc3)CC2)c1C#N,-12%,-2,78,9%,2,78,.,.,.
O=C(C(Cc1ccccc1)N1C(=O)C2C3CCC(C3)C2C1=O)N1CCCCC1 (stereo unspecified),-26%,14,122,-6%,-14,122,.,.,.
COc1cccc(N(CC(=O)N2CCN(c3ccccc3OC)CC2)S(C)(=O)=O)c1,-50%,-22,68,-2%,22,68,10,94,84
CCCc1[nH]c(=O)c(C#N)c2c1COC(C)(C)C2,4%,-10,204,-12%,10,204,26,98,72
CC(C)OCCCNC(=O)c1ccc(NS(C)(=O)=O)cc1,7%,-9,169,-8%,9,169,.,.,.
CCOc1ccc(C(C)(C)C)cc1S(=O)(=O)N1CC(C)OC(C)C1 (stereo unspecified),-62%,-2,115,-7%,2,115,9,93,84
O=C(COc1ccc(S(=O)(=O)NC2CCCCC2)cc1)NCC1CCCO1 (stereo unspecified),10%,8,164,-6%,-7,164,-10,89,98
Cc1ccc(C)c(S(=O)(=O)N2CC(=O)Nc3ccccc32)c1,17%,-3,187,-7%,3,187,-8,81,89
CCCn1c2ccccc2c2nnc(SC(CC)C(=O)Nc3cc(C)on3)nc21 (stereo unspecified),.,-6,124,.,6,124,-27,32,59
O=C(CN1CCN(c2ccccc2)CC1)Nc1c(C(=O)C2CC2)oc2ccccc12,.,-19,149,.,19,149,6,77,70
CCOc1nc(-c2ccc(OC)cc2)ccc1-c1noc(C)n1,12%,0,124,-1%,0,124,5,76,71
O=C(O)C1C2C=CC(O2)C1C(=O)Nc1ccc2c(c1)OCCO2 (stereo unspecified),-20%,.,.,9%,.,.,-14,100,114
CCOC(=O)N1CCN(C(=O)c2cccn3c(=O)c4sccc4nc23)CC1,-6%,-4,113,3%,4,113,-7,91,99
CC1Cc2ccccc2N1C(=O)CSc1nc2ccccc2o1 (stereo unspecified),30%,-6,74,0%,6,74,9,74,65
O=C(C1CCCN(S(=O)(=O)c2cnc[nH]2)C1)N1CCN(Cc2ccccc2)CC1 (stereo unspecified),-49%,-7,196,-5%,7,196,13,88,75
Cc1ccccc1CCN(C(=O)Cn1nnc2ccccc21)C(C(=O)NC(C)(C)C)c1ccsc1 (stereo unspecified),47%,4,152,0%,-4,152,.,.,.
Cn1c(-c2ccc(Cl)cc2)cnc1N,-23%,9,184,-4%,-9,184,-1,95,96
O=C(CSc1nnc2c(Cl)cc(Cl)cn12)N1CCN(S(=O)(=O)c2ccccc2)CC1,-44%,7,102,-3%,-7,102,0,76,76
COc1ccc(-n2c(-c3ccccc3)nnc2-c2ccc(Cl)cc2)cc1,-5%,-1,101,0%,1,101,.,.,.
CCSc1nnc(NC(=O)COc2ccc3ccccc3c2)s1,-5%,-6,131,0%,6,131,-13,91,104
Cc1onc(-c2c(F)cccc2Cl)c1C(=O)N1C=CC(C(F)(F)Cl)=NCC1,4%,-2,101,1%,2,101,.,.,.
CCNC(=O)CC1C(=O)N(c2ccc(F)cc2)C(=O)N1CCC(C)C (stereo unspecified),12%,-17,114,-6%,17,114,2,98,96
CN(C)CCCNC(=O)C1CCNCC1,16%,.,.,10%,.,.,0,93,93
Cc1cc(NS(=O)(=O)c2ccc(Nc3nc(-c4sc(NC(=O)c5ccccc5)nc4C)cs3)cc2)no1,-81%,-19,192,1%,19,192,-2,66,68
Cc1ccc2[nH]c(=O)c3cc(C(=O)N4CCN(C(=O)c5ccco5)CC4)sc3c2c1,-44%,3,156,0%,-3,156,-12,78,90
c1ccc(CNc2nc(N3CCOCC3)nc(N3CCOCC3)n2)cc1,.,-27,125,.,27,125,1,87,87
CNC(=O)c1sc2nc(-c3ccc(OC)cc3)cn2c1C,4%,-6,196,-12%,6,196,-3,90,93
Cc1ccc(C(=O)N/N=C\c2ccc[nH]2)cc1[N+](=O)[O-],-9%,.,.,6%,.,.,.,.,.
O=C(Cn1cnc2sc(-c3ccccc3)cc2c1=O)N1CCOCC1,10%,-27,122,-5%,27,122,22,97,75
COc1nc2cc(C)ccc2cc1-c1noc(-c2cccnc2)n1,-23%,.,.,-79%,.,.,6,97,91
Cc1ccc(Cl)cc1NC(=O)COC(=O)C12CC3CC(CC(C3)C1)C2,5%,-14&5,131&151,-7%,14&-5,131&151,4&-1,89&80,85&81

# Taken from above for reference:
SMILES,PLAP inhibition,NFkB transloc inh,NFkB transloc inh cell count 2 µM,Bcl-B TR3 displacers,IL1B NFkB pot,IL1B NFkB pot cell count 2 µM,MRP reversal,MRP reversal cytotoxicity,MRP reversal with doxorubicin
CCSc1nnc(NC(=O)COc2ccc3ccccc3c2)s1,-5%,-6,131,0%,6,131,-13,91,104
Cc1onc(-c2c(F)cccc2Cl)c1C(=O)N1C=CC(C(F)(F)Cl)=NCC1,4%,-2,101,1%,2,101,.,.,.
CCNC(=O)CC1C(=O)N(c2ccc(F)cc2)C(=O)N1CCC(C)C (stereo unspecified),12%,-17,114,-6%,17,114,2,98,96
CN(C)CCCNC(=O)C1CCNCC1,16%,.,.,10%,.,.,0,93,93
Cc1cc(NS(=O)(=O)c2ccc(Nc3nc(-c4sc(NC(=O)c5ccccc5)nc4C)cs3)cc2)no1,-81%,-19,192,1%,19,192,-2,66,68
Cc1ccc2[nH]c(=O)c3cc(C(=O)N4CCN(C(=O)c5ccco5)CC4)sc3c2c1,-44%,3,156,0%,-3,156,-12,78,90
c1ccc(CNc2nc(N3CCOCC3)nc(N3CCOCC3)n2)cc1,.,-27,125,.,27,125,1,87,87
CNC(=O)c1sc2nc(-c3ccc(OC)cc3)cn2c1C,4%,-6,196,-12%,6,196,-3,90,93
Cc1ccc(C(=O)N/N=C\c2ccc[nH]2)cc1[N+](=O)[O-],-9%,.,.,6%,.,.,.,.,.
O=C(Cn1cnc2sc(-c3ccccc3)cc2c1=O)N1CCOCC1,10%,-27,122,-5%,27,122,22,97,75
COc1nc2cc(C)ccc2cc1-c1noc(-c2cccnc2)n1,-23%,.,.,-79%,.,.,6,97,91
Cc1ccc(Cl)cc1NC(=O)COC(=O)C12CC3CC(CC(C3)C1)C2,5%,-14&5,131&151,-7%,14&-5,131&151,4&-1,89&80,85&81

# (listing goes on)
SMILES,PLAP inhibition,NFkB transloc inh,NFkB transloc inh cell count 2 µM,Bcl-B TR3 displacers,IL1B NFkB pot,IL1B NFkB pot cell count 2 µM,MRP reversal,MRP reversal cytotoxicity,MRP reversal with doxorubicin
CCCCCc1nc2sc3c(c2c(=O)n1N)CCC3,.,6,167,.,-6,167,6,89,83
CC1(c2ccc(OC(F)F)cc2)NC(=O)N(CC(=O)Nc2ccc3c(c2)OCO3)C1=O (stereo unspecified),23%,-9,156,2%,9,156,12,93,81
S=c1nc2ccccc2c2nc(-c3ccccc3)[nH]n12,-5%,2,129,3%,-2,129,7,90,82
Cc1ccc2nc3ccc(N4CCN(C)CC4)nn3c(=O)c2c1,-9%,-29,122,-6%,29,122,.,.,.
CSC1=NCCN1C(=O)c1ccc2c(c1)OCO2,-1%,1,202,-11%,-1,202,4,101,97
CCC(SC1=NCCS1)C(=O)Nc1nnc(-c2ccccc2OC)s1 (stereo unspecified),-24%,11,203,6%,-11,203,-1,50,50
CCOC(=O)c1c(N2CCCCC2)c2ccccc2[nH]c1=O,-25%,2,201,8%,-2,201,-9,59,68
CCOc1cccc(=O)c2c(C)n(Cc3ccco3)c(C)c12,-14%,-15,80,-19%,15,80,15,96,81
CC(C)OC(=O)Cn1nnc2c(cnn2-c2ccccc2)c1=O,.,-17,117,.,17,117,-2,94,97
CCOC(=O)CC(=O)Nc1ccc(Br)cc1C(=O)O,-7%,-4,137,-14%,4,137,-10,85,95
CCOc1ccc(C2OC(=O)Cc3cc(OC)c(OC)cc32)cc1 (stereo unspecified),-5%,-2,126,2%,3,126,.,.,.
Cc1cc(N2C(=O)C(=O)/C(=C(/O)c3ccc(F)cc3)C2c2ccc(F)cc2)no1 (stereo unspecified),-20%,-23,200,0%,23,200,9,100,91
Cc1ccc(S(=O)(=O)NC2=NCN(C3CCCCC3)CN2)cc1,1%,-18,118,0%,18,118,25,95,70
COc1ccccc1Cc1noc(-c2cc(Cl)ccc2OC)n1,10%,-11,179,-4%,11,179,20,91,71
CCOC(=O)c1c(-c2cccs2)csc1NC(=O)CC(C)C,-18%,-12,176,-10%,11,176,-31,48,79
O=C(CC1(O)C(=O)N(Cc2ccc3c(c2)OCO3)c2ccccc21)c1ccccc1 (stereo unspecified),-4%,10,218,-4%,-10,218,-10,14,24
CC(C)(C)C(=O)Nc1c2c(nc3c1CCC3)CCCC2,-17%,-1,86,20%,1,86,14,93,79
CCOCCCNS(=O)(=O)c1ccc2c(c1)OCCO2,-6%,6,65,-1%,-6,65,-8,83,91
OC(CN1CCOCC1)C12CC3CC(CC(C3)C1)C2 (stereo unspecified),-36%,9,74,-2%,-9,74,6,88,82
Cc1ccc(C(=O)C2=C(O)C(=O)N(CCN(C)C)C2c2ccccn2)o1 (stereo unspecified),.,-29,117,.,29,117,-8,78,86

# Not all compounds are listed; rates above refer to the full screens.
